Screening data: PubChem, National Center for Advancing Translational Sciences (NCATS)
Sm TGR block: S. mansoni TGR enzyme inhibition. purified TGR, DTNB reduction, TNB absorbance 405 nm. Q962Y6. 3% of 360,000 active. Potency, µM (series often up to 114 µM), for the others: top-dose activity change, negative = inhibition, usual class: inhibitors; note: potency is the fitted concentration of half-maximal effect; nearly all actives have a fitted effect of over 60% in size
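TGR 20 nM + NADPH 100 uM (dispensed conc.), cpd preinc 15 min RT; start with NADPH (500 uM addition) then DTNB (15 mM addition). Kinetic TNB absorbance, 405 nm filter. Four-parameter Hill fit across titration.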
HCMV inh: human cytomegalovirus inhibition; HFF cells, HCMV-luciferase reporter, 72 h; hits give low values; activity change, negative = inhibition, % at 57.5 µM; 4.5% of 410,000 active; in the data active = activity change below about -60%; inconclusive = no clear call, values can overlap the other calls; inactive = above about -39%
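Luciferase read-out from HCMV-luciferase-infected HFFs (MOI 1 PFU/cell) 72 h post infection at 37C; compounds added after 16 h cell attachment; activity normalized between buffer-only basal and Salinomycin (10uM) inhibitor controls.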
AmpC inh no detg: AmpC beta-lactamase inhibition without detergent; AmpC nitrocefin hydrolysis, absorbance 480 nm, 0.0001% Triton; 0.52% of 330,000 active; P00811; Potency, µM (doses to about 57.1 µM), inactives show at the top dose activity change, negative = inhibition, most hits filed as inhibitors;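 note: potency is the fitted concentration of half-maximal effect; plate controls were no compound for no effect and no enzyme for full effect; nearly all actives have a fitted effect of over 20% in size; some results filed as inactive show a strong effect at the top dose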
Target sequence (P00811 whole entry, looked up): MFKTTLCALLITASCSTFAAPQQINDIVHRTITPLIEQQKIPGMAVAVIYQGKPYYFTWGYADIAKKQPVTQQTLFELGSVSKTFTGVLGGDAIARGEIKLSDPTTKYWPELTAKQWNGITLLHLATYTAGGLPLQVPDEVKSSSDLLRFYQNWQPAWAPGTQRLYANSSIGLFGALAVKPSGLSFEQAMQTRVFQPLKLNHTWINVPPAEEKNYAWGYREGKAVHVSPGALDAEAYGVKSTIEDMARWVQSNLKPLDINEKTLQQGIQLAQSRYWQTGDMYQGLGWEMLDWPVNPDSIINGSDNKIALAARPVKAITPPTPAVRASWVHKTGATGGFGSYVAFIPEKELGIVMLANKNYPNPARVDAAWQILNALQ
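AmpC (5.3 nM in the dispensed reagent) in 20 mM phosphate pH 7.0 with 0.01% (detergent screen) or 0.0001% Triton X-100 was preincubated with compounds for 15 min at room temperature. Nitrocefin was then added from an 800 uM solution, and hydrolysis was followed at 480 nm.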
AmpC detergent: blocks E. coli AmpC beta-lactamase in detergent assay. P00811. AmpC hydrolysis of nitrocefin, absorbance 480 nm, 0.01% Triton. Potency, µM (series often up to 114 µM), inactives show at the highest dose activity change, negative = inhibition, most hits filed as inhibitors. 0.041% of 370,000 active. AID 485294;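 note: potency is the fitted concentration of half-maximal effect; 0% = no-compound wells and -100% = no-enzyme wells; nearly all actives have a fitted effect of over 25% in size; some results filed as inactive show a strong effect at the top dose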
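AmpC (5.3 nM in the dispensed reagent) in 20 mM phosphate pH 7.0 with 0.01% (detergent screen) or 0.0001% Triton X-100 was preincubated with compounds for 15 min at room temperature. Nitrocefin was then added from an 800 uM solution, and hydrolysis was followed at 480 nm.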
Giardia FBPA inh: blocks Giardia fructose-bisphosphate aldolase activity. AID 2451. Potency, µM (highest dose often 59.6 µM), inactives show at the top dose activity, negative = inhibition, hits mostly inhibitors. 0.71% of 290,000 active. A8B2U2. purified Giardia FBPA; note: potency is the fitted concentration of half-maximal effect; nearly all actives have a fitted effect of over 55% in size
Target sequence (A8B2U2 whole entry, looked up): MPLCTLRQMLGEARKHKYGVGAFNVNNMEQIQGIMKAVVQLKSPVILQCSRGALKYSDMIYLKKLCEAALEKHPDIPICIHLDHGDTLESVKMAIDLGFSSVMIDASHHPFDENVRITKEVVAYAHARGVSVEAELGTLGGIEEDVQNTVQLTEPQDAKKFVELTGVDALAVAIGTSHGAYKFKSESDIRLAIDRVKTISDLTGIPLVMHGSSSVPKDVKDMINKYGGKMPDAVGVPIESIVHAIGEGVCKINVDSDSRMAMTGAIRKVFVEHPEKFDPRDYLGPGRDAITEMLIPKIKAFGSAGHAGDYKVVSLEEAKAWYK
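40 nM FBPA preincubated 10 min at RT with compound (up to 57.5 uM final), then substrate plus GAPDH/TPI/NAD/arsenate coupling and diaphorase/resazurin added. Fluorescence read after 20 min at RT, 525/598 nm.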
AMA1-RON2 inh: inhibitors of Plasmodium falciparum AMA1-RON2 interaction; AlphaScreen AMA1-biotinylated RON2 peptide binding; Potency, µM (series often up to 58.2 µM), inactives show top-dose activity change, negative = inhibition, usual class: inhibitors; 0.2% of 360,000 active; AID 720542;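 note: potency is the fitted concentration of half-maximal effect; 0% = vehicle wells and -100% = peptide control; nearly all actives have a fitted effect of over 45% in size; some results filed as inactive show a strong effect at the top dose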
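AMA1 (3D7) with his tag at 25 nM final met compounds first, then biotinylated RON2 peptide at 25 nM; detection used donor plus acceptor beads, 10 µg/mL apiece, read by AlphaScreen after 30 min at room temperature.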
* hit, by the source's call; ? = inconclusive; nt = not tested or not shown; & = joins results of further samples; [ ] = dose if it differs, or a comment. Unless noted, calls come from the whole dose curve; as a rule, active = well fitted curve in the direction sought with a large enough effect; inconclusive = small, poorly fitted or top-dose-only effect, or another doubt; inactive = no such curve, though single readings can be large; an effect the other way counts as inactive or inconclusive. Unless noted, % is set by controls: 0 for no effect and ±100 for the full control effect.

Key to letters – A = Sm TGR block; B = HCMV inh; C = AmpC inh no detg; D = AmpC detergent; E = Giardia FBPA inh; F = AMA1-RON2 inh
CCCCn1nc(C(=O)NC2=NCCS2)c2ccccc2c1=O
  A: -6%; B: 61; C: -17%; D: 4%; E: 2%; F: 18%
CCCCNC(=O)CCC(=O)Nc1ccc2nc(N3CCCCC3)cc(C)c2c1
  A: 3%; B: 4; C: 66%[activator]; D: 1%; E: -1%; F: 30%
CCOC(=O)c1cc2c(ccn2C)n1CC(=O)N1C(C)CCCC1C (stereo not drawn)
  A: -4%; B: -15; C: 2%; D: 8%; E: -6%; F: 7%
CC1CN(C(=O)C2CC(=O)N(c3ccc(Cl)cc3)C2)CC(C)O1 (stereo not drawn)
  A: 1%; B: -7; C: -4%; D: 1%; E: nt; F: -8%
CCOC1=C/C(=C/c2c(N)n3nc(-c4ccccc4)sc3nc2=O)C=CC1=O
  A: nt; B: -38; C: ?; D: -3%; E: 2%; F: 74%[activator]
O=C(NCCCNC(=O)c1ccc(-c2cc(Cl)ccc2Cl)o1)c1cnccn1
  A: -32%; B: 0; C: 166%[activator]; D: -7%; E: nt; F: 3%
Clc1ccc(Cl)c(Oc2ccc(Oc3nc(Cl)ccc3Cl)cc2)n1
  A: 0%; B: -33; C: -11%; D: -4%; E: -1%; F: 6%
CC(C)[C@H](NC(=O)NC1CCN(Cc2ccccc2)CC1)C(=O)O
  A: 7%; B: 13; C: -17%; D: -9%; E: -7%; F: 3%
COc1ccccc1NS(=O)(=O)c1ccccc1C#N
  A: 4%; B: -13; C: 2%; D: ?; E: -6%; F: 3%
COc1ccc(C(=O)/C=C\N2CCOCC2)cc1
  A: ?; B: 11; C: -20%; D: 6%; E: 2%; F: -4%

Compound profiles, from the list above.
CC1CN(C(=O)C2CC(=O)N(c3ccc(Cl)cc3)C2)CC(C)O1 (stereo not drawn) reads Sm TGR block = 1%; HCMV inh = -7; AmpC inh no detg = -4%; AmpC detergent = 1%; Giardia FBPA inh = nt; AMA1-RON2 inh = -8%
COc1ccc(C(=O)/C=C\N2CCOCC2)cc1 reads Sm TGR block = ?; HCMV inh = 11; AmpC inh no detg = -20%; AmpC detergent = 6%; Giardia FBPA inh = 2%; AMA1-RON2 inh = -4%

Following part.
Key to letters – A = Sm TGR block; B = HCMV inh; C = AmpC inh no detg; D = AmpC detergent; E = Giardia FBPA inh; F = AMA1-RON2 inh
CCOc1ccccc1C(=O)OCC(=O)NCCc1ccc(OC)cc1
  A: 0%; B: 4; C: -5%; D: -4%; E: nt; F: 0%
COc1ccc(C(=O)O)nc1C
  A: 17%; B: 4; C: -5%; D: -9%; E: 4µM*; F: 44%[activator]
CCOC(=O)C(NC(=O)c1ccccc1)(OCC1(CC)COC1)C(F)(F)F (stereo not drawn)
  A: -13%; B: -3; C: 13%; D: -11%; E: -2%; F: -5%
Cc1c(CC(=O)O)c(=O)oc2cc3oc4c(c3cc12)CCCC4
  A: 1%; B: -34; C: -20%; D: 11%; E: 8%; F: -5%
COCC(C)NC(=O)COc1ccc(Cl)cc1Cl (stereo not drawn)
  A: -3%; B: -23; C: -2%; D: -4%; E: -1%; F: 6%
O=C(c1ccc2c(c1)OCCO2)N(Cc1cccnc1)c1nc2c(Cl)cccc2s1
  A: 3%; B: -14; C: nt; D: -8%; E: nt; F: nt
Cc1ccc(Cl)cc1Nc1nc(-c2sc(NC(=O)c3ccco3)nc2C)cs1
  A: 9%; B: ?; C: -43%; D: -15%; E: 2%; F: 21%
CCc1ccc(CN(C)C(=O)C2CCC(=O)N(Cc3ccccn3)C2)cc1 (stereo not drawn)
  A: -22%; B: -39; C: 34%; D: -6%; E: nt; F: 2%
Cc1cc(=O)n(C)c(=O)n1CCCCCCOc1ccc([N+](=O)[O-])cc1
  A: -15%; B: nt; C: -12%; D: 1%; E: 12%; F: nt
Cc1ccsc1C(=O)OCc1nc2ccsc2c(=O)[nH]1
  A: 0%; B: -23; C: -18%; D: -12%; E: nt; F: 9%

Reprinted at random: two compounds from above
Key to letters – A = Sm TGR block; B = HCMV inh; C = AmpC inh no detg; D = AmpC detergent; E = Giardia FBPA inh; F = AMA1-RON2 inh
Cc1c(CC(=O)O)c(=O)oc2cc3oc4c(c3cc12)CCCC4
  A: 1%; B: -34; C: -20%; D: 11%; E: 8%; F: -5%
COCC(C)NC(=O)COc1ccc(Cl)cc1Cl (stereo not drawn)
  A: -3%; B: -23; C: -2%; D: -4%; E: -1%; F: 6%

Carrying on.
Key to letters – A = Sm TGR block; B = HCMV inh; C = AmpC inh no detg; D = AmpC detergent; E = Giardia FBPA inh; F = AMA1-RON2 inh
CCOC(=O)C1CCCN(C(=O)CSc2ccccc2)C1 (stereo not drawn)
  A: -2%; B: -30; C: -16%; D: ?; E: 7%; F: 0%
O=C(CSc1ccccc1C(=O)O)Nc1cccc(C(=O)O)c1
  A: 4%; B: 10; C: 0%; D: -14%; E: 2%; F: -4%
Cc1cccc(NC(=O)C2CCCN(S(=O)(=O)c3cccc4nsnc34)C2)n1 (stereo not drawn)
  A: -19%; B: -21; C: -12%; D: -12%; E: 1%; F: 23%
COc1ccc(CCn2c(=N)c(C(=O)NCC3CCCO3)cc3c(=O)n4cccc(C)c4nc32)cc1 (stereo not drawn)
  A: -17%; B: -108*; C: 3%; D: -14%; E: 8%; F: 0%
CC(C)CN1C=C2C(=O)C(C)(OC(=O)C3CCCC3)C(=O)C=C2C=C1c1ccsc1 (stereo not drawn)
  A: -2%; B: 33; C: 25%; D: 0%; E: ?; F: 9%
COc1ccc(CNC(=O)CSc2ccsc2[N+](=O)[O-])cc1
  A: -28%; B: -35; C: -22%; D: -16%; E: -1%; F: -5%
Cc1cc(N2CCN(C)CC2)nc2ccc(NC(=S)NCCCN3CCc4ccccc4C3)cc12
  A: ?; B: -3; C: 19%; D: -2%; E: -24%; F: -15%
COc1ccc(-c2nc(N)nc(C(F)(F)F)c2-c2cscn2)c(O)c1
  A: 20%; B: 69; C: -8%; D: 5%; E: 1%; F: 6%
Cc1csc(NC(=O)NCC2CCCC(CNC(=O)Nc3nc(C)cs3)C2)n1 (stereo not drawn)
  A: -14%; B: 39; C: -50%; D: 2%; E: 1%; F: -16%
O=C(O)Cn1cc(/C=C2\C(=O)NC(=O)N(c3ccc(Cl)cc3)C2=O)c2ccccc21
  A: -26%; B: 32; C: -48%; D: -3%; E: 3%; F: -2%
COc1cccc(N2CCN(C(=O)c3c(C)oc4ncnc(N5CCOCC5)c34)CC2)c1
  A: 2%; B: 14; C: nt; D: 15%; E: nt; F: nt
CCc1cc2c(=O)n(-c3ccc(C)cc3)cnc2s1
  A: 1%; B: -35; C: -13%; D: -7%; E: -1%; F: -2%
COC(=O)c1cnc(N2CCCN(S(=O)(=O)c3ccc(C(F)(F)F)cc3)CC2)nc1C(F)(F)F
  A: 17%; B: 13; C: -5%; D: 6%; E: 5%; F: -3%
COc1ccccc1CC(=O)Nc1ccccc1C(=O)O
  A: 2%; B: 14; C: -16%; D: ?; E: -27%; F: 0%
COc1cccc(Cn2cnc3c(N)c(C)c(C)cc32)c1
  A: -10%; B: 3; C: 11%; D: -13%; E: -10%; F: -7%
CN1C[C@@H]2C(c3ccccc3)C3(c4ccccc4)CC2(C3)[C@H]1c1ccccc1 (stereo partly drawn)
  A: -19%; B: 43; C: 8%; D: 4%; E: 0%&-5%; F: ?
CCOC(=O)c1sc(NC(=O)c2cccs2)cc1C
  A: -18%; B: 21; C: -40%; D: -1%; E: -3%; F: 3%
COc1ccc(C2NC(C(=O)O)Cc3c2[nH]c2ccccc32)cc1OC (stereo not drawn)
  A: -27%; B: -14; C: -5%; D: 7%; E: 18%; F: 8%
COc1ccccc1OCC(=O)Nc1sc2c(c1C(=O)NCC1CCCO1)CCC2 (stereo not drawn)
  A: -31%; B: ?; C: 64%[activator]; D: 2%; E: -12%; F: -8%
COc1ccc(-c2noc(N3CCCC(C(=O)Nc4ccccc4F)C3)n2)cc1 (stereo not drawn)
  A: -17%; B: 5; C: 0%; D: ?; E: 4%; F: 11%
CCOc1ccccc1NC(=S)/C(=C(\[O-])c1ccc2c(c1)OCCO2)[n+]1ccc(CC)cc1
  A: -16%; B: 26; C: 44%; D: -13%; E: -28%; F: 63%[activator]
Cc1ccc(Cn2c(=O)n(CC3CCC(C(=O)N4CCOCC4)CC3)c(=O)c3sccc32)cc1 (stereo not drawn)
  A: 2%; B: -11; C: nt; D: -1%; E: nt; F: nt
CCCCNCCCCOc1ccccc1
  A: -7%; B: 26; C: -8%; D: 3%; E: -1%; F: -2%
COc1cc2c(cc1NC(=O)CSc1nnc(Cc3cccs3)n1Cc1ccco1)oc1ccccc12
  A: -17%; B: 43; C: -8%; D: -7%; E: 4%; F: -8%
COCC(=O)Nc1ccc(S(=O)(=O)NCC2CCCO2)cc1 (stereo not drawn)
  A: 4%; B: 2; C: -2%; D: -2%; E: 8%; F: 7%
COc1ccc(NC(=O)CN(C)C(C)C(=O)NC(=O)NC2CCCCC2)cc1 (stereo not drawn)
  A: -1%; B: ?; C: 28%; D: -8%; E: nt; F: 86%[activator]
CCCN1CCC(=NNc2ccc(C(=O)O)cc2)CC1
  A: -2%; B: 2; C: -26%; D: -1%; E: -9%; F: 12%
CCOc1ccc(NC(=O)CN(C)C(=O)c2cc(C)nc3ccccc23)cc1OCC
  A: -2%; B: -1; C: -21%; D: -9%; E: nt; F: 7%
CC(C)C[C@H]1CN=C(Nc2ccccc2)N1CC1CCC(C)CC1 (stereo partly drawn)
  A: -23%; B: nt; C: -1%; D: -14%; E: -5%; F: -9%
C[C@]12CC[C@H](O)C[C@@H]1CC[C@@H]1[C@@H]2CC[C@@]2(C)[C@H]1CCC(=O)[C@]21CCCO1
  A: nt; B: -13; C: -11%; D: nt; E: nt; F: -4%
O=C(Nc1cccc(Cl)c1Cl)c1ccc2c(c1)N(Cc1cccc(Cl)c1)C(=O)c1ccccc1S2=O (stereo not drawn)
  A: 21%; B: -1; C: nt; D: 5%; E: nt; F: nt
Cc1ccc(C(=O)Nc2cccc(S(=O)(=O)N3CCCCC3)c2)cc1[N+](=O)[O-]
  A: 0%; B: -34; C: -28%; D: 1%; E: nt; F: -9%
COc1ccc(C(C[N+](=O)[O-])c2c(C)[nH]n(-c3ccccc3)c2=O)cc1 (stereo not drawn)
  A: 18µM*; B: -103*; C: -31%; D: -2%; E: ?; F: -2%
CCn1c(=O)c(C(=O)Nc2ccc(C)cc2)c(O)c2ccccc21
  A: 2%; B: 28; C: -21%; D: -1%; E: 6%; F: 42%[activator]
CC(Oc1ccccc1F)C(=O)Nc1ccc(-c2nc3ccccc3s2)cc1 (stereo not drawn)
  A: 4%; B: 71; C: nt; D: -6%; E: nt; F: nt
